Bioassay records as filed in PubChem BioAssay.
3CLpro inhibitor = SARS-CoV 3CLpro protease inhibition | recombinant SARS-CoV 3CLpro, quenched FRET peptide cleavage | inhibition, % at 6 µM | hit rate 0.14% among 290,000 | AID 1706 | P0C6X7; in the data active means inhibition above about 12%
MazEF act = increases E. coli MazEF RNase cleavage of RNA | P0AE70 | FAM/BHQ RNA-DNA oligo cleavage fluorescence, 5 h | activation, % at 20 µM | hit rate 0.32% among 350,000; in the data active means activation above about 50%
Target sequence (P0AE70 whole entry, looked up): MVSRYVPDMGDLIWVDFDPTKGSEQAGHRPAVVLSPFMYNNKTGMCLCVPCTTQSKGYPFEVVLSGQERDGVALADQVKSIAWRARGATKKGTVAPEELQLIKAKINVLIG
DUSP3 inh = DUSP3 (human) phosphatase inhibition; hit rate 0.52% among 290,000; P51452; inhibition, % at 13.3 µM; recombinant VHR phosphatase, pNPP absorbance; in the data active means inhibition above about 50%; further: some compounds called inactive have numbers as strong as hits
TcdB GH inh = blocks C. difficile toxin B glycohydrolase activity; inhibition, % at 9.99 µM; hit rate 0.24% among 350,000; P18177; TcdB glycohydrolase enzymatic assay, plate reader; in the data active means inhibition above about 10%
PfHsp40 yeast = restores yeast growth despite PfHsp40 toxicity; S. cerevisiae expressing PfHsp40, growth rescue, ATP luminescence; growth rescue, % at 12.5 µM; hit rate 0.68% among 340,000; AID 504582; in the data active means growth rescue above about 28%, passing the limit was not always enough;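 further: yeast W303a lacking pdr1 and pdr3 grown in galactose medium; growth measured after three days at 30 °C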
Rv3671c protease = inhibits the M. tuberculosis serine protease Rv3671c | inhibition, % at 5.96 µM | AID 2606 | hit rate 0.048% among 320,000 | P9WHR9; in the data active means inhibition above about 38%;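 further: extracellular domain of Rv3671c used as enzyme; 0% = enzyme with DMSO and 100% = no enzyme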
Anthrax LF prot = blocks Bacillus anthracis lethal factor protease | multiplex microsphere protease cleavage assay, LF | inhibition, % at 10 µM | hit rate 0.12% among 360,000 | AID 588501; in the data active means inhibition above about 30%; further: plate controls were buffer without enzyme for full effect and enzyme alone for no effect
Target sequence (P15917 whole entry, looked up): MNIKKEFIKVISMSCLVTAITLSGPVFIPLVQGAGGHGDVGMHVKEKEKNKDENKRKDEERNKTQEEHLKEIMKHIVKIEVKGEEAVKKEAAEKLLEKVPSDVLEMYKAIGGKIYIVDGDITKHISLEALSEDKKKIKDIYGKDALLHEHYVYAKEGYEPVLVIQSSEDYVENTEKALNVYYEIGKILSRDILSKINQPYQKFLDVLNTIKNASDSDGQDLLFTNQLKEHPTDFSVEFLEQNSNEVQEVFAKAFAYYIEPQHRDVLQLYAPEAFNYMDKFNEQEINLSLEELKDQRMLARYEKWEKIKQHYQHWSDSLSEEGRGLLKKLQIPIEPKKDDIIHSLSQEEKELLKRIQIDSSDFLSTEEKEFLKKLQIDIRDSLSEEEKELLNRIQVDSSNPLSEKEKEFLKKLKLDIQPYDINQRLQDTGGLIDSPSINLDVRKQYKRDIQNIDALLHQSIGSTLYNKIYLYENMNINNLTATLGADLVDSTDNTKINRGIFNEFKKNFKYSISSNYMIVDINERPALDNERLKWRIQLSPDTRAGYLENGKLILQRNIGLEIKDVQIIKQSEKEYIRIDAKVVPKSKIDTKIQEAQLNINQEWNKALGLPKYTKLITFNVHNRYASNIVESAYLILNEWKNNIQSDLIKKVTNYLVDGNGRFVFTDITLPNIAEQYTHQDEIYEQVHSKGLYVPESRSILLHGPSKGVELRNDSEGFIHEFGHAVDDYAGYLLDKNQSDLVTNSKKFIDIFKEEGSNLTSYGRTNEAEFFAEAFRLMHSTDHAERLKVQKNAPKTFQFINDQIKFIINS
BH1578 lux ind = quorum light induction in luxS cqsA deficient V. cholerae | activation, % at 18.7 µM | V. cholerae BH1578 lux reporter, luminescence, 6 h | hit rate 0.16% among 350,000 | AID 588436; in the data active means activation mostly above about 9.7%, no sharp cut-off; further: not every result past the cut was called active; inactives centre near 0; reference of the scale not given here
Y pestis TopoI = inhibitors of Yersinia pestis topoisomerase I; Y. pestis Topo-I cleavage product accumulation, plate reader; activity, % at 10 µM; hit rate 0.064% among 360,000; in the data active means activity above about 50%, passing the limit was not always enough; further: inactives centre near 2
SSB-PriA inh = inhibitors of Klebsiella pneumoniae PriA binding to SSB C-terminal tail | AlphaScreen SSBct-PriA binding, biotinylated peptide | inhibition, % at 33 µM | hit rate 0.6% among 430,000 | AID 1272365; in the data active means inhibition mostly above about 37%, no sharp cut-off; inactive means mostly below about 20%;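 further: plate controls were negative control peptide for no effect and reference peptide for full effect; strong numbers were not always called active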
Starred values were filed as active, the others as inactive; i = inactive; x = not tested or not shown. An excerpt, so the mix of outcomes need not match the whole.

smiles | 3CLpro inhibitor | MazEF act | DUSP3 inh | TcdB GH inh | PfHsp40 yeast | Rv3671c protease | Anthrax LF prot | BH1578 lux ind | Y pestis TopoI | SSB-PriA inh
COc1ccc(N(CC(=O)NCc2ccc(Cl)cc2)S(=O)(=O)c2c(C)nn(C)c2C)cc1 | -6 | 4 | -7 | 1.7 | -0.2 | 4 | -1 | i | 14 | 2
O=c1ccc2ccc(O)cc2o1 | x | 3 | x | -0.5 | -1.1 | x | 5 | -0.4 | 3 | -5
CC1CC(CC(=O)NNc2nc(-c3ccccc3)cs2)C(=O)O1 (stereo not drawn) | 1 | 6 | 18 | -0.4 | 1.0 | -4 | -2 | 0.0 | 0 | 3
COc1ccc(S(=O)(=O)NC(C)C(=O)Nc2cccc(C(C)=O)c2)cc1 (stereo not drawn) | -5 | 4 | -8 | x | -0.3 | -3 | 1 | 0.6 | -3 | -1
COc1ccc(NC(=O)CN(C)CC(=O)Nc2cccc(C(F)(F)F)c2)cc1 | 4 | 3 | 17 | -0.5 | -0.1 | 7 | 4 | -0.5 | -14 | -3
Cc1cc(F)ccc1S(=O)(=O)N1CCCOC1CNC(=O)C(=O)NCC(C)C (stereo not drawn) | -2 | 3 | 22 | 0.8 | -0.5 | 0 | 2 | i | 3 | -13
O=S(=O)(NCc1ccccc1F)c1cccc(S(=O)(=O)N2CCOCC2)c1 | 4 | -7 | 10 | 0.5 | 0.3 | 4 | 6 | -0.1 | 0 | -24
c1ccc([C@H]2CC3C[C@@H](c4ccccc4)N2O3)cc1 | -7 | 6 | 15 | x | 0.0 | -8 | 1 | i | 5 | -22
COC(=O)C1(CC2CC(c3ccccc3)=NO2)CCN(C(=O)OC(C)(C)C)CC1 (stereo not drawn) | x | 3 | x | 1.0 | 1.8 | -5 | 1 | -0.4 | 8 | -22
COC(=O)c1ccnc(/C=N/O)c1 | 0 | -4 | 62 | x | 0.6 | 1 | -2 | -1.7 | 4 | x
COc1ccc(C(=O)C(CN2CCCC2)c2ccccc2)cc1 (stereo not drawn) | 2 | 7 | 10 | x | 1.1 | 2 | -4 | -0.3 | -6 | -3
CCOc1cc(C)nc(N2CCC(C(=O)Nc3ccccc3OCC)CC2)n1 | 0 | -1 | 10 | x | -0.8 | 1 | -1 | i | 2 | -15
COc1cc(NC(=O)CN2C3CCC2CC(O)(c2cccnc2)C3)cc(OC)c1 (stereo not drawn) | 3 | 12 | 21 | x | -1.2 | 6 | -4 | -1.7 | 3 | -23
N#CCCN(C(=O)CSc1nc2nc(-c3cccs3)cc(C(F)(F)F)c2c(=O)[nH]1)c1ccccc1 | 4 | 3 | 10 | 2.8 | 0.8 | -1 | -5 | 0.4 | 1 | -12
CCN(CC)C(=S)SCC(=O)Nc1cccc(C(F)(F)F)c1 | -1 | 15 | x | x | 5.9 | -5 | 0 | i | 11 | -32
CCOC(=O)c1nc(C)n(-c2ccc(Cl)cc2Cl)n1 | -9 | -4 | 13 | x | -0.8 | 1 | -9 | -0.3 | -4 | 1
CCOC(=O)C(NC(=O)Nc1ncccn1)(Oc1ccccc1)C(F)(F)F (stereo not drawn) | -5 | -1 | -16 | x | 0.3 | 0 | 1 | i | 0 | -7
O=C(COc1ccc(F)cc1)Nc1nccs1 | -3 | 8 | -8 | 0.7 | 0.0 | 8 | 1 | -0.3 | 0 | -3
CC(C)N(C(=O)CSc1n[nH]c(=O)n1CCc1ccccc1)C(C)C | 0 | 10 | -19 | 1.6 | -0.8 | 1 | 2 | -0.2 | 1 | -3
COc1ccc(NC(=O)c2ccc([N+](=O)[O-])cc2[N+](=O)[O-])c(OC)c1 | -6 | 5 | 14 | 0.9 | -1.3 | -7 | -4 | -0.9 | 3 | -9
CC(=O)N1CC(C)Sc2ccc(S(=O)(=O)NCCc3ccc(C)cc3)cc21 (stereo not drawn) | -1 | -6 | 6 | -3.8 | 1.0 | 3 | 3 | -0.2 | 29 | -9
O=C(Nc1ccccc1N1CCOCC1)c1ccc2c(c1)C(=O)N(Cc1ccncc1)C2=O | 4 | -19 | 29 | x | 1.9 | -4 | -14 | 5.0 | 18 | 10
COc1ccc(NS(=O)(=O)c2ccc(C)c(C(=O)N(C)Cc3ccc(C)cc3)c2)cc1 | x | -2 | x | 1.2 | 0.7 | -1 | x | -0.9 | 34 | x
Cc1cc(NC(=O)c2ccc(C#N)cc2)n(-c2ccccc2)n1 | x | -3 | x | 0.2 | -0.7 | 2 | -6 | -0.8 | 6 | -19
CC1(Cc2c(Cl)cccc2Cl)C(=O)Nc2cc(-c3ccccc3Cl)ccc21 (stereo not drawn) | x | x | x | 0.3 | x | x | 9 | i | -1 | x

Reprinted from the part before: 6 compounds; new compounds follow.
smiles | 3CLpro inhibitor | MazEF act | DUSP3 inh | TcdB GH inh | PfHsp40 yeast | Rv3671c protease | Anthrax LF prot | BH1578 lux ind | Y pestis TopoI | SSB-PriA inh
COc1ccc(NC(=O)c2ccc([N+](=O)[O-])cc2[N+](=O)[O-])c(OC)c1 | -6 | 5 | 14 | 0.9 | -1.3 | -7 | -4 | -0.9 | 3 | -9
CC(=O)N1CC(C)Sc2ccc(S(=O)(=O)NCCc3ccc(C)cc3)cc21 (stereo not drawn) | -1 | -6 | 6 | -3.8 | 1.0 | 3 | 3 | -0.2 | 29 | -9
O=C(Nc1ccccc1N1CCOCC1)c1ccc2c(c1)C(=O)N(Cc1ccncc1)C2=O | 4 | -19 | 29 | x | 1.9 | -4 | -14 | 5.0 | 18 | 10
COc1ccc(NS(=O)(=O)c2ccc(C)c(C(=O)N(C)Cc3ccc(C)cc3)c2)cc1 | x | -2 | x | 1.2 | 0.7 | -1 | x | -0.9 | 34 | x
Cc1cc(NC(=O)c2ccc(C#N)cc2)n(-c2ccccc2)n1 | x | -3 | x | 0.2 | -0.7 | 2 | -6 | -0.8 | 6 | -19
CC1(Cc2c(Cl)cccc2Cl)C(=O)Nc2cc(-c3ccccc3Cl)ccc21 (stereo not drawn) | x | x | x | 0.3 | x | x | 9 | i | -1 | x
Nn1c(COc2ccc(Cl)cc2)n[nH]c1=S | 0 | -2 | 28 | 2.8 | 0.9 | 0 | 4 | -0.3 | 7 | 5
Cc1ccc(CN2CC(C(=O)NNC(=O)Cn3ccc(C(F)(F)F)n3)CC2=O)cc1 (stereo not drawn) | x | 7 | x | 1.8 | -0.4 | -1 | -8 | -2.5 | -10 | 5
COc1cc(NC(=O)c2cc(C(C)C)on2)cc(OC)c1OC | 0 | -2 | 9 | 2.2 | -1.5 | -2 | -2 | -0.2 | 0 | -2
CCn1nc(C)c(CN2CCN(Cc3ccsc3)C(CCO)C2)c1C (stereo not drawn) | -3 | -3 | 41 | 1.1 | -0.6 | 6 | -1 | -0.3 | 8 | 3
CC1C2CC(C/C2=N/NC(=O)c2cccs2)C1(C)C (stereo not drawn) | 3 | -3 | -16 | -0.2 | -0.1 | -3 | -1 | -0.2 | -4 | x
NS(=O)(=O)c1ccc(CCNC(=O)/C=C/c2ccccc2[N+](=O)[O-])cc1 | 3 | 9 | 27 | 0.4 | -0.7 | -18 | -6 | -0.3 | -14 | -1
Cc1cc(C(=O)Nc2ccc(C)c(S(=O)(=O)N3CCOCC3)c2)c2ccccc2n1 | x | 8 | x | 0.4 | -1.2 | -12 | -9 | i | 2 | 5
Cc1nc(N)sc1-c1csc(Nc2ncccn2)n1 | 4 | -10 | 30 | -0.4 | -0.7 | x | -4 | i | -9 | 17
O=C(/C=C/Nc1cccc([N+](=O)[O-])c1)c1cccs1 | -1 | 16 | 18 | x | -1.4 | 0 | -6 | x | -1 | x
N/C(=N\OC(=O)Cc1cccc2ccccc12)c1ccccn1 | 1 | 4 | -13 | x | 1.2 | 3 | 1 | 0.3 | 11 | x
COc1ccccc1NC(=O)Cn1c(=O)n(CCc2c[nH]c3ccccc23)c(=O)c2cccnc21 | 1 | 3 | -7 | 1.3 | -0.5 | -9 | -2 | -0.2 | -11 | -8
Cc1ccccc1C1=N/C(=C/c2cccnc2)C(=O)O1 | 3 | -2 | 4 | -1.1 | 0.3 | 2 | 0 | 1.1 | 0 | -8
O=C(/C=C/c1ccco1)NC1CCCC1 | -1 | 10 | 14 | -0.5 | -0.4 | 2 | 0 | -0.2 | 2 | -4
COc1ccccc1/C=N/NC(=O)c1ccccc1NS(=O)(=O)c1ccc(C)cc1 | -1 | 0 | 4 | x | -0.5 | -1 | 2 | -0.3 | 7 | x
CCn1nc(C(=O)OCC(=O)N(CCC#N)c2ccccc2)c2ccccc2c1=O | x | 4 | x | 0.3 | -0.7 | 3 | -4 | -2.0 | 5 | 12
O=C(c1cn(-c2ccccc2)nc1-c1cccnc1)N1CCN(S(=O)(=O)c2cccc(F)c2)CC1 | x | -1 | x | 0.7 | -0.3 | -4 | 0 | -8.0 | -4 | -4
C=CCSc1nnc(Cc2cc(=O)[nH]c(=O)[nH]2)n1-c1cc(C)ccc1C | -4 | 10 | -2 | x | -0.5 | 11 | -1 | -2.9 | -4 | -5
CN(C)C(=O)CN1c2cccc3cccc(c23)S1(=O)=O | -3 | 2 | x | 0.7 | -1.0 | -7 | 5 | -1.2 | 2 | 3
CS(=O)(=O)N1CCN(c2ccc(NC(=S)NC(=O)c3ccc4c(c3)OCO4)cc2)CC1 | 5 | -7 | 11 | -0.5 | 0.0 | -1 | 0 | 0.5 | -10 | -12
COC(=O)c1ccc(/C=N/NC(=O)c2cccc(F)c2)cc1 | 2 | 6 | -4 | -1.0 | 0.8 | 2 | -2 | -0.3 | -3 | x
O=C(Nc1ccccc1N1CCOCC1)C1CCN(S(=O)(=O)c2ccc(Cl)cc2)CC1 | 3 | 7 | 9 | 1.0 | -0.5 | 9 | -10 | i | 34 | 4
CCN(CC(=O)NC(=O)NC1CCCCC1)Cc1nc2ccccc2c(=O)[nH]1 | 1 | 0 | 18 | x | 6.2 | -3 | -8 | 3.4 | 9 | 7
Cc1ccc(S(=O)(=O)N2CCOCC2)cc1C(=O)OCC(=O)c1ccc(Br)cc1 | x | -9 | x | 0.5 | 1.8 | -14 | 1 | -1.6 | 17 | -1
COCCCn1c(SCc2nc3ccccc3c(=O)[nH]2)nc2ccccc2c1=O | -3 | -2 | 26 | x | 2.2 | 3 | -2 | i | 2 | -7
O=C(CNC(=O)c1cccs1)NCCN1CCN(Cc2ccccc2)CC1 | 1 | 5 | 38 | x | 1.6 | 0 | -1 | -1.5 | 2 | -5
NC(=O)NC(=O)COC(=O)c1ccc(OC(F)(F)F)cc1 | 0 | 3 | 17 | -2.1 | 1.5 | 1 | -1 | i | -4 | -7
CCc1nnc(NC(=O)c2cc(S(=O)(=O)N3CCCCC3)ccc2C)s1 | x | 5 | x | 1.3 | -1.3 | -1 | -3 | i | 9 | -9
O=C1CCN(CCCc2ccccc2)CCN1CCO | 1 | -14 | 28 | 0.6 | -1.2 | -5 | -1 | -0.3 | 5 | -9
Cc1ccc(Cl)cc1-c1ccc(C=Nc2ccc(N3CCOCC3)cc2)o1 | 2 | -16 | -11 | -4.1 | -0.1 | -7 | -1 | -0.3 | -8 | -9
C=CCn1cc(C(=O)NCc2ccco2)c(=O)c2cc(S(=O)(=O)N3CCCCCC3)ccc21 | 0 | -2 | 12 | x | 2.1 | -19 | -8 | -2.2 | 7 | 6
Cc1ccc(C(C(=O)NC2CCCCC2)N(CCCN2CCOCC2)C(=O)c2snc(C(N)=O)c2N)cc1 (stereo not drawn) | -2 | 1 | 15 | 1.0 | -0.3 | -13 | -11 | -1.4 | -5 | 1
